From PubChem BioAssay
CHT PAM: allosterically activates the human high affinity choline transporter; Q9GZV3; B-score at 10 µM; actives 0.49% (n = 310,000); AID 488977; CHT-expressing cells, membrane potential dye, choline EC20; active compounds read high; LV-AA mutant CHT in HEK293 cells;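 active means initial fluorescence not abnormally high and integrated response B-score, plate-corrected, over 3 SD above library mean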
Target sequence (Q9GZV3 whole entry, looked up): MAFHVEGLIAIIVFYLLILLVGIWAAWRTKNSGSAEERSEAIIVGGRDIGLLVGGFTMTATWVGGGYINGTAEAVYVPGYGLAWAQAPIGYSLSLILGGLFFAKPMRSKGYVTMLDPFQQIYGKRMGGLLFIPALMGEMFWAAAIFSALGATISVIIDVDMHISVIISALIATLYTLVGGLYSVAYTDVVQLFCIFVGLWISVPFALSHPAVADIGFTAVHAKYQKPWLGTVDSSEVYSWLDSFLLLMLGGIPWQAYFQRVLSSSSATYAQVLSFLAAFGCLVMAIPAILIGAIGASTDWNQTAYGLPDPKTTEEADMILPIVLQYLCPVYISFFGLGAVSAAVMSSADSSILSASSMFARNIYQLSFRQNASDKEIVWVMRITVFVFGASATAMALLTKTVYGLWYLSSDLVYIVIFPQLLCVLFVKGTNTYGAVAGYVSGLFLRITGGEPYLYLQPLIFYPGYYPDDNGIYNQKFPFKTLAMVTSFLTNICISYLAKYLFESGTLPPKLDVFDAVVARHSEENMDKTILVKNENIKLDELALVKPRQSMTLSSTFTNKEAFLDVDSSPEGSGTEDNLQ
OX1R antag: antagonists of human orexin 1 receptor; actives 0.43% (n = 330,000); CHO/OX1R cells, Fluo-8 calcium fluorescence, orexin A; inhibition, % at 5 µM; AID 434989;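 active means inhibition above its plate's threshold, mean inhibition of all tested compounds on the plate plus 3 SD, cut at about 37% in these data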;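 further: 0% = orexin A challenge wells and 100% = SB-334867-A antagonist wells; not every result past the cut was called active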
Target sequence (O43613 whole entry, looked up): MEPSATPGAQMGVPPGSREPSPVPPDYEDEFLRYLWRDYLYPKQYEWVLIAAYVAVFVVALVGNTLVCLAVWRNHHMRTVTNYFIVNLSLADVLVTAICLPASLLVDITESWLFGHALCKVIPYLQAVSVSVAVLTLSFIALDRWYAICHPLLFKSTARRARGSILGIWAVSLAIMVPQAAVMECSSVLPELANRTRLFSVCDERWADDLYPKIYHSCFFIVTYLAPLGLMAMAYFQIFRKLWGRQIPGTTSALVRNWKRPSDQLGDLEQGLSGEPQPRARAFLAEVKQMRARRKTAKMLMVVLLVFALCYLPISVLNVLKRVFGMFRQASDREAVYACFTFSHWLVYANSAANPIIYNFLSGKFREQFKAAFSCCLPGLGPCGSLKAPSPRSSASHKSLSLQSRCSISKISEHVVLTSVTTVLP
An asterisk follows results filed as active; i = inactive; . = not tested or not shown. Compounds as they come. Share with any hit: about 0.8%.

SMILES	CHT PAM	OX1R antag
COc1ccccc1C(=O)C1CCCN(C(=O)c2ccccn2)C1 (stereo unspecified)	i	-16.9
CCOC(=O)C(C)Oc1ccc(=O)n(-c2ccccc2)n1 (stereo unspecified)	i	2.6
COCCC(=O)N1CCC(Oc2ccc(C(=O)NCc3cccc(C)n3)cc2)CC1	i	-3.2
O=c1oc2cc(O)ccc2c2oc3cc(O)ccc3c12	i	-4.6
Cc1c(C)n(CCc2c[nH]c3ccccc23)ccc1=O	i	3.0
O=c1oc2ccccc2c(Nc2ccc(Cl)cc2)c1[N+](=O)[O-]	i	-4.4
Cc1cccc(OCCCCNCc2ccccc2)c1	i	-18.7
COc1cccc(CN(C)C(=O)c2ccc3c(=O)n4c(nc3c2)CCC4)c1OC	i	-9.1
O=C(NCC1CCCO1)c1ccc(S(=O)(=O)Nc2ccccc2F)cc1 (stereo unspecified)	i	-3.3
O=C(Nc1ccc(N2CCOCC2)cc1)c1cc(F)c(F)cc1Cl	i	7.2
CC1CCCC(C)N1CC(O)COCc1ccccc1 (stereo unspecified)	i	-22.2
COc1ccc(C(=O)NNC2=NC(C)(C)Cc3cc(C)c(C)cc32)cc1	i	-35.4
N#CCCN(C(=O)COC(=O)C1=NNC(=O)CC1)c1ccccc1	i	6.2
C/C(=C\c1ccco1)C1Nc2cccc3cccc(c23)N1	i	15.6
CCOC(=O)N1CCC(N2C(=O)c3ccccc3C2Nc2ccc(C)cc2)CC1 (stereo unspecified)	i	-31.0
O=C(Nc1cc([N+](=O)[O-])ccc1O)c1ccc2c(c1)C(=O)N(Cc1ccco1)C2=O	i	-4.4
CCC/C=C1/CCCOC(C(=O)NCc2ccc(C)o2)(C(F)(F)F)C1 (stereo unspecified)	.	-7.0
COc1ccc(C(C(C(=O)c2cccs2)N2CCOCC2)N2CCOCC2)cc1OC (stereo unspecified)	i	-10.6
CCN(C(=O)CSc1nnc(C)n1-c1cccc(C)c1)C1CCS(=O)(=O)C1 (stereo unspecified)	.	-0.6
CCOc1ccc(C(=O)Nc2cccc([N+](=O)[O-])c2)cc1Br	i	-28.7
O=C(CCn1cnc2ccccc2c1=O)Nc1ccc2c(c1)OCCO2	i	1.7
C=CCn1c(SCC(=O)Nc2ccccc2CC)nnc1-c1ccncc1	i	-20.7
CC(C)(C)C(=O)COC(=O)CNC(=O)c1ccc(Oc2ccccc2)cc1	i	14.8
CCOc1ccc(NC(=S)NC23CC4CC(CC(C4)C2)C3)cc1	i	-3.8
COc1cc(SC)ccc1C(=O)OCC(=O)NC1CC1	i	1.2
c1ccc2cc(C3CCCCC3)ncc2c1	.	-16.9
[O-][n+]1onc2c1CCc1[nH]c(-c3ccccc3)nc1-2	i	-9.2
Cc1c(NC(=O)c2c(N)n(-c3ccccc3)c3nc4ccccc4nc23)c(=O)n(-c2ccccc2)n1C	i	-11.2
Cc1ccc(CNC(=O)Nc2ccc3c(c2)N(C)C(=O)CS3)cc1	i	-12.6
Cc1nc(NC(=O)CSc2nnc(C3CC3)n2N)c(Cl)cc1Cl	.	-4.6
Cc1ccc(C2=NN3C(C(=O)c4ccccc4)Oc4ccccc4C3C2)cc1 (stereo unspecified)	i	0.5
N#Cc1c(NC(=O)c2ccco2)sc2c1CCC2	i	-4.3
COc1ccc2[nH]c(C(=O)O)c(NS(=O)(=O)c3ccc(C)cc3C)c2c1	i	-14.5
Cc1cc(C)cc(N2CC(C(=O)NC3CCCCC3)CC2=O)c1 (stereo unspecified)	i	-8.3
CCn1c(SCC(=O)Nc2ccc(OC)c(OC)c2)nnc1-c1cnccn1	i	-15.6
CCOC(=O)C1=C(c2ccccc2)NC(=O)NC1c1cc(Cl)c(O)c(OC)c1 (stereo unspecified)	i	-15.1
c1coc(-c2ncc[nH]2)c1	i	-2.4
COc1ccc(OC)c(NC(=O)COC(=O)CN(C)S(=O)(=O)c2ccc(C)cc2)c1	i	-19.2
O=C(NCC1CCCN1S(=O)(=O)c1cccs1)c1ccccc1 (stereo unspecified)	i	-18.6
Nc1c(C(=O)NCc2ccco2)c2nc3ccccc3nc2n1CCc1ccc(F)cc1	i	-14.8
Cc1cnccc1CN(C)Cc1cn(C)nc1-c1cccc(Cl)c1	i	-28.5
N#CCc1ccc(NC(=O)Nc2cccc(Cl)c2)cc1	i	36.2
Cc1ccccc1OCCC(=O)OCC(=O)N(C)c1c(N)n(Cc2ccccc2)c(=O)[nH]c1=O	i	-3.3
NS(=O)(=O)c1ccc(NC(=S)Nc2ccc(F)c(F)c2)cc1	i	-8.2
COc1ccc(C(=O)OCC(=O)NC(=O)CCSc2ccccc2)cc1	i	-12.6
Cc1ccc2cccc(OCC(=O)c3cc(C)n(Cc4ccco4)c3C)c2n1	i	-31.2
CC(=O)c1cccc(NC(=O)N2C3CCC2CC(NC(=O)C2CC2)C3)c1 (stereo unspecified)	i	0.6
Cc1ccc(C(=O)O)cc1N1CCCC1=O	i	-11.3
CCc1ccccc1NC(=O)CC1CS(=O)(=O)CC1CC(=O)Nc1ccccc1CC (stereo unspecified)	i	-3.6
CCCCC(=O)Nc1ccc2c3c(cccc13)CC2	i	-31.6
Later entries:
SMILES	CHT PAM	OX1R antag
Cc1c(C(=O)OC(C)C(=O)N(C)Cc2ccccc2)oc2ccccc12 (stereo unspecified)	.	53.4*
COCCCN1C(=O)C(O)=C(C(=O)c2ccco2)C1c1ccccc1 (stereo unspecified)	i	-2.2
COCCn1c(CN2CCN(c3cccc(Cl)c3)CC2)nc2c1c(=O)n(C)c(=O)n2C	i	-37.0
O=C1CNC(=S)N1CCc1ccc(O)c(O)c1	i	-24.8
COc1ccc(CC(=O)Nc2ccccc2C(=O)N2CCCC2)cc1	i	-22.9
Cc1ccccc1C1C(C#N)=C2N=C(N)c3c(sc4c3CCCCC4)N2C2=C1C(=O)CC(C)(C)C2 (stereo unspecified)	i	-22.8
Cc1ccc(C(=O)NCC(=O)OCC(=O)c2cc(C)n(Cc3ccco3)c2C)cc1	i	-17.6
O=C(Nc1ccc2c(c1)C(=O)OC2)c1ccc(F)cc1F	i	-26.8
O=C(Cc1ccccc1)Nc1ccccc1C(=O)O	i	-5.6
COc1ccc(N2CCN(S(=O)(=O)c3ccc4c(c3)NC(=O)CS4)CC2)cc1	i	-13.4
Cc1cc(C)n(CCCNC(=O)c2ccco2)n1	.	-4.2
CC(C)(C)OC(=O)N1CCC(NC(=O)c2ncn(Cc3ccccc3)c2C(=O)NC2CCN(C(=O)OC(C)(C)C)CC2)CC1	.	-35.4
CN(C)C(=O)CSc1nnc(Cc2ccccc2)n1Cc1ccco1	i	-30.3
CN1CCN(S(=O)(=O)c2cccc(C(=O)Nc3cc(Cl)ccc3N3CCOCC3)c2)CC1	i	-19.8
O=C(COCc1cc(-c2ccc3c(c2)OCO3)on1)Nc1cccnc1	i	-12.8
Cc1ccc(NC(=O)CSC2=C(C#N)C(c3ccc4c(c3)OCO4)CC(=O)N2)cc1C (stereo unspecified)	i	-29.3
CC(=O)n1cc([C@@H]2C=C(C(=O)N3CCN(Cc4ccc5c(c4)OCO5)CC3)O[C@H](OCCCCO)C2)c2ccccc21	i	-35.9
COC(=O)c1nnn(CC(=O)NC(=O)Nc2cccc(Cl)c2C)c1C(=O)OC	i	-3.0
Cc1ccnc(NC(=O)CCCNC(=O)c2ccc(Cl)cc2)c1	i	-5.8
Cc1ccc(S(=O)(=O)C2CCCCC2=O)cc1 (stereo unspecified)	i	-12.9
CSc1ccccc1-n1nnnc1SCc1ccccc1	i	-10.3
COC(=O)c1cc(C#N)c(N2CC(C)OC(C)C2)nc1C (stereo unspecified)	i	-15.1
Cc1cccc(N2CN(S(=O)(=O)c3cccc([N+](=O)[O-])c3)c3nc4ccccc4nc32)c1	.	-3.0
Oc1ccc(Cl)cc1-c1cc(C(F)(F)C(F)F)nc(-c2ccccc2)n1	i	0.7
CC1Cc2ccccc2N1CC(=O)NCc1ccc2c(c1)OCO2 (stereo unspecified)	i	-20.5
Cc1cc(C(=O)COC(=O)c2ccc(O)cc2)c(C)n1Cc1ccco1	i	-0.4
N#Cc1nc(-c2ccc(F)cc2)oc1N1CCN(C(=O)c2ccco2)CC1	i	-14.1
Clc1ccc(-c2cnc3n2CCC3)cc1	i	1.6
CC(C(=O)N(C)C)N(C#N)c1nc(N(C)C)nc(N(C)C)n1 (stereo unspecified)	i	-14.2
Cc1ccc(N=C2NC(=O)/C(=C\c3ccsc3)S2)c(C)c1	i	-16.2
CN1CCC(N(C)C(=O)CNC(=O)c2ccc(C(C)(C)C)cc2)CC1	i	5.9
Cc1ccc(CNC(=O)C(C(=O)NCc2ccc(C)o2)c2ncc(C(F)(F)F)cc2Cl)o1	i	-40.8
COc1ccc(OC)c(C2=NOC(C(=O)Nc3cccc(C(C)=O)c3)C2)c1 (stereo unspecified)	i	-16.8
CCCCn1c(N)c(N(CCC(C)C)C(=O)C2CCCN(C(=O)c3ccc(Cl)cc3)C2)c(=O)[nH]c1=O (stereo unspecified)	8.84*	-15.8
Cc1noc(NS(=O)(=O)c2ccc(NC(=O)c3nn(-c4ccccc4)ccc3=O)cc2)c1C	i	-5.7
COc1ccccc1CCC(=O)OCC(=O)Nc1cc(C)nn1-c1ccccc1	i	-28.9
O=Cc1ccccc1OCCCOc1cccc2cccnc12	i	-19.9
CCN(CC)CCNC(=O)c1cc2c(s1)-c1ccccc1SC2	i	-26.7
C=C(c1cccc2ccccc12)P(=O)(O)O	i	-1.9
COc1ccc(-c2csc(Cc3nnc4n3CCCCC4)n2)cc1OC	i	-26.0
COC(=O)c1cc(NC(=O)Cc2coc3cc(OC)ccc23)cc(C(=O)OC)c1	i	0.0
CC1CCc2c(sc(NC(=O)CSc3ncnc4c3cnn4-c3ccccc3Cl)c2C#N)C1 (stereo unspecified)	i	-26.5
CCOc1ccc2nc(SC3CC(=O)N(c4ccc(OC)cc4OC)C3=O)sc2c1 (stereo unspecified)	i	-37.5
CC(=O)N1c2ccc(S(=O)(=O)NCCC(=O)Nc3ccc(C)cn3)cc2CC1C (stereo unspecified)	i	-16.7
COc1ccc(CCNC(=O)CN(C)S(=O)(=O)c2ccc(Br)s2)cc1OC	i	-30.4
Cc1cccc(NC(=O)c2ccc([N+](=O)[O-])o2)c1	i	-5.0
CN(C)S(=O)(=O)c1cccc(NC(=O)c2cc3c(=O)n4ccccc4nc3s2)c1	i	-4.3
COc1ccc(NCc2ccsc2)cc1	i	-10.8
CCC(=O)N(C)CCc1cc2c(c(OC)c1/C=N/NS(=O)(=O)c1ccc(C)cc1)OCO2	i	-35.5
COc1ccc(S(=O)(=O)NC2CCCCC2)cc1C	i	-35.4
Next section.
SMILES	CHT PAM	OX1R antag
Cc1cc2ncn(CCOc3ccccc3C#N)c2cc1C	i	-6.2
CC(C)(C)CC(=O)N[C@@H](Cc1ccccc1)c1nc2ccccc2[nH]1	i	-32.1
Cc1ccccc1C(=O)OC(C)CN1CCOCC1 (stereo unspecified)	i	-15.3
CCOc1ccc2nc(/N=C/c3c(C)[nH]n(-c4ccc(C)cc4)c3=O)sc2c1	i	7.8
CCOc1ccc(-n2nc3ccc(NC(=O)CC)cc3n2)cc1	i	.
Cc1ccc(NC(=O)CC2S/C(=N/N=C3/NC(=O)CS3)NC2=O)cc1 (stereo unspecified)	i	1.6
COc1ccc(N(C=O)C(=S)SC)cc1	i	11.4
CCOC(=O)C1=C(c2ccccc2)NC(SCC(=O)NC2CCCCC2)=C(C#N)C1c1ccco1 (stereo unspecified)	i	-24.3
CS(=O)(=O)N(CC(=O)Nc1ccc(S(=O)(=O)N2CCCC2)cc1)c1cccc(F)c1	i	-1.1
CC(C)(C)OC(=O)N1CCC(C(=O)O)CC1	i	-10.1
COC(=O)c1sc(N)c(C(=O)OC)c1COC(=O)c1c(C)noc1C	i	-24.9
Cc1cc(C)n(C(C)CNC(=O)c2ccc3c(c2)OCO3)n1 (stereo unspecified)	i	-4.5
CCOc1ccc(/C=C2\SC(=S)N(NS(=O)(=O)c3ccccc3)C2=O)cc1OC	i	-5.5
Cc1ccn2c(=O)c(NC(=O)c3cccs3)c(C)nc2c1	i	-10.9
CCCCCC1CCC(C(=O)N2CCOCC2)CC1 (stereo unspecified)	i	-17.1
O=S1(=O)CCOC[C@H](CC2CCCCC2)N1Cc1ccccc1F	i	-36.0
COc1ccc(/C=C/C(=O)NCC(=O)N/N=C/c2cccnc2)cc1	i	-25.4
COc1ccc(CCN2CC(C(=O)NCC(c3ccccc3)N(C)C)CC2=O)cc1OC (stereo unspecified)	.	-17.1

In the list so far, 15 have a Cl atom.
SMILES	CHT PAM	OX1R antag
O=c1oc2ccccc2c(Nc2ccc(Cl)cc2)c1[N+](=O)[O-]	i	-4.4
O=C(Nc1ccc(N2CCOCC2)cc1)c1cc(F)c(F)cc1Cl	i	7.2
Cc1nc(NC(=O)CSc2nnc(C3CC3)n2N)c(Cl)cc1Cl	.	-4.6
CCOC(=O)C1=C(c2ccccc2)NC(=O)NC1c1cc(Cl)c(O)c(OC)c1 (stereo unspecified)	i	-15.1
Cc1cnccc1CN(C)Cc1cn(C)nc1-c1cccc(Cl)c1	i	-28.5
N#CCc1ccc(NC(=O)Nc2cccc(Cl)c2)cc1	i	36.2
COCCn1c(CN2CCN(c3cccc(Cl)c3)CC2)nc2c1c(=O)n(C)c(=O)n2C	i	-37.0
CN1CCN(S(=O)(=O)c2cccc(C(=O)Nc3cc(Cl)ccc3N3CCOCC3)c2)CC1	i	-19.8
COC(=O)c1nnn(CC(=O)NC(=O)Nc2cccc(Cl)c2C)c1C(=O)OC	i	-3.0
Cc1ccnc(NC(=O)CCCNC(=O)c2ccc(Cl)cc2)c1	i	-5.8
Oc1ccc(Cl)cc1-c1cc(C(F)(F)C(F)F)nc(-c2ccccc2)n1	i	0.7
Clc1ccc(-c2cnc3n2CCC3)cc1	i	1.6
Cc1ccc(CNC(=O)C(C(=O)NCc2ccc(C)o2)c2ncc(C(F)(F)F)cc2Cl)o1	i	-40.8
CCCCn1c(N)c(N(CCC(C)C)C(=O)C2CCCN(C(=O)c3ccc(Cl)cc3)C2)c(=O)[nH]c1=O (stereo unspecified)	8.84*	-15.8
CC1CCc2c(sc(NC(=O)CSc3ncnc4c3cnn4-c3ccccc3Cl)c2C#N)C1 (stereo unspecified)	i	-26.5
